mouse EphA4 binding: inhibitors of EphA4 binding to KYL peptide, primary screen, biochemical, colorimetric, mouse EphA4 (AID 689). inhibition, % at 10 µM, or IC50 in µM where a hit was titrated. EphA4-AP binding to KYL peptide, pNPP A405; higher % means a stronger effect. actives 0.1% (n = 62,000); in the data active = a potency from the dose series; inactive = the rest, 99 in 100 with inhibition below about 22%
Active calls of the source: *.

Results for COc1ccc(N(CC(=O)Nc2cc(Cl)cc(Cl)c2)S(=O)(=O)c2ccccc2)cc1 ?
mouse EphA4 binding: -10%

What do the screens show for `CCOC(=O)c1ccc(N2C(=O)CC(N3CCC(C(=O)OCC)CC3)C2=O)cc1` (stereo not drawn)?
mouse EphA4 binding: -12%

What do the screens show for `O=C(Nc1nccs1)c1cn(-c2ccccc2)nc1-c1ccccc1`?
mouse EphA4 binding: 15%

How did O=Cc1cc2ccccc2nc1SCc1ccc(Cl)cc1 do in these assays?
mouse EphA4 binding: 3%

Results for CCc1noc(C)c1C(=O)Nc1nc(-c2ccc(Cl)cc2Cl)c(C)s1 ?
mouse EphA4 binding: -1%

What do the screens show for `Cc1[nH]n(CCC#N)c(=O)c1CC(=O)N1CCN(c2ccccc2)CC1`?
mouse EphA4 binding: -11%

Results for c1ccc2c(c1)ccc1nnc(SCc3ccc4c(c3)OCO4)n12 ?
mouse EphA4 binding: -16%

How did CCN(CC)CCCNc1cc2n(c(=O)n1)CCc1cc(OC)c(OC)cc1-2 do in these assays?
mouse EphA4 binding: -9%

Results for CC(C)(C)n1ncc2c(=O)n(CC(=O)Nc3ccc4c(c3)OCO4)cnc21 ?
mouse EphA4 binding: -7%

What do the screens show for `Cn1cnnc1SCC(=O)NCCc1ccccc1`?
mouse EphA4 binding: -16%

Results for CC1CN(C(=O)CN2C(=O)NC3(CCCCCC3)C2=O)CC(C)O1 (stereo not drawn) ?
mouse EphA4 binding: -2%

What do the screens show for `CCN(CC)C(=O)CSc1nnc(-c2ccc(S(=O)(=O)NCc3ccccc3Cl)cc2)o1`?
mouse EphA4 binding: -15%

What do the screens show for `CC(C)(C)c1cc(Br)ccc1OCC(=O)Nc1ccccc1C(F)(F)F`?
mouse EphA4 binding: 6%

How did Cc1ccc(CO/N=C\Cc2snc(Sc3ncc(C(F)(F)F)cc3Cl)c2C#N)cc1 do in these assays?
mouse EphA4 binding: -1%

What do the screens show for `O=C1C2C(C(=O)N1/N=C/c1cc([N+](=O)[O-])ccc1O)C1C=CC2C12CC2` (stereo not drawn)?
mouse EphA4 binding: -2%

How did Cc1ccc(S(=O)(=O)N2CCC(C(=O)N[C@H](C(=O)NCC3CCCO3)C(C)C)CC2)cc1 (stereo partly drawn) do in these assays?
mouse EphA4 binding: -3%

What do the screens show for `COc1ccc(NC(=O)Cn2nnc(-c3ccc(CN4CCOCC4)cc3)n2)c(OC)c1`?
mouse EphA4 binding: -4%

Results for Cc1ccc(S(=O)(=O)Nc2ccc(Cl)cc2)cc1[N+](=O)[O-] ?
mouse EphA4 binding: -5%

What do the screens show for `CCOC(=O)/C=C1\SCC(=O)N1CC(=O)Nc1ccc2c(c1)CCC2`?
mouse EphA4 binding: -8%

What do the screens show for `CCN(CC)CCNC(=O)C1CCC(=O)N1CCc1ccccc1` (stereo not drawn)?
mouse EphA4 binding: 2%

Results for Cc1oc2ccc(OCC(=O)C(C)(C)C)cc2c1C(=O)OC(C)C ?
mouse EphA4 binding: -10%

How did COc1ccc(CNc2nc3ccccc3n2Cc2ccccc2)cc1OC do in these assays?
mouse EphA4 binding: -2%

Results for CCOc1oc(-c2ccc(OC)cc2)nc1C(F)(F)F ?
mouse EphA4 binding: 2%

How did CCn1ccc(C(=O)NC2C(=O)N3C(C(=O)O)=C(C)CSC23)n1 (stereo not drawn) do in these assays?
mouse EphA4 binding: -4%

Results for CCN1C(=O)C2(C(C#N)=C(N)Oc3c2c(C)nn3-c2ccccc2)c2ccccc21 (stereo not drawn) ?
mouse EphA4 binding: -24%

What do the screens show for `O=C(O)CCC(=O)N1CCc2cc(S(=O)(=O)N3CCCCC3)ccc21`?
mouse EphA4 binding: -8%

Results for O=C1C2C3CCC(O3)C2C(=O)N1c1cccc([N+](=O)[O-])c1 (stereo not drawn) ?
mouse EphA4 binding: 0%

What do the screens show for `O=C(c1cc(-c2ccc(Cl)cc2)n(-c2ccc(Cl)cc2)n1)N1CCOCC1`?
mouse EphA4 binding: -18%

What do the screens show for `CCc1ccc(NC(=O)CS(=O)CC(=O)Nc2ccc(F)cc2F)cc1` (stereo not drawn)?
mouse EphA4 binding: -11%

How did Brc1ccc(-c2nn3c(Cc4ccccc4)nnc3s2)o1 do in these assays?
mouse EphA4 binding: 1%

Results for CCCNC(=O)Cn1cnc2sc(C(=O)N3CCCC(C(=O)OCC)C3)c(C)c2c1=O (stereo not drawn) ?
mouse EphA4 binding: -6%

What do the screens show for `Cc1cc(C)cc(NC(=O)c2cccn2-c2ncc(C(F)(F)F)cc2Cl)c1`?
mouse EphA4 binding: -31%

How did COC(=O)c1onc(-c2c(C)cc(C)cc2C)c1C(=O)OC do in these assays?
mouse EphA4 binding: -11%

How did COC(=O)Nc1ccc2c(c1)N(C(=O)CCN1CCN3CCCC3C1)c1ccccc1S2 (stereo not drawn) do in these assays?
mouse EphA4 binding: -14%

How did Cc1ccc(-n2nnc3c(=O)n(CC(=O)NCc4ccco4)cnc32)cc1 do in these assays?
mouse EphA4 binding: 2%

What do the screens show for `Cc1ccc(C2C3=C(CCCC3=O)Nc3nc(SCC(=O)NCc4ccco4)[nH]c(=O)c32)cc1` (stereo not drawn)?
mouse EphA4 binding: -10%

What do the screens show for `CCCCSC(=O)Nc1ccccc1`?
mouse EphA4 binding: -1%

How did CC(=O)N1CCC2(CC1)C(C#N)=C(N)Oc1c2sc2nc(C)cc(C)c12 do in these assays?
mouse EphA4 binding: -6%

How did CCn1cc(C(=O)NCc2ccccn2)c(=O)c2cc(S(=O)(=O)N3CCCCC3)ccc21 do in these assays?
mouse EphA4 binding: -12%

What do the screens show for `O=C(c1ccco1)N1CCN(S(=O)(=O)N2CCOCC2)CC1`?
mouse EphA4 binding: -6%

Results for COC(=O)CNC(=O)COC(=O)C(Cc1ccccc1)NC(=O)c1ccco1 (stereo not drawn) ?
mouse EphA4 binding: 0%

How did CCOC(=O)CC(=O)CSc1nc2ccccc2c(=O)n1-c1ccc(C(=O)NCCOC)cc1 do in these assays?
mouse EphA4 binding: -9%

How did CS(=O)(=O)N1CCCC(C(=O)NCCCN2CCOCC2)C1 (stereo not drawn) do in these assays?
mouse EphA4 binding: -4%

Results for Cn1c(NC(=O)c2cccs2)cc(=O)n(C)c1=O ?
mouse EphA4 binding: 2%

How did COc1cccc(/C=c2/s/c(=C(\C#N)C(=O)N3CCOCC3)n(-c3ccccc3)c2=O)c1 do in these assays?
mouse EphA4 binding: -9%

What do the screens show for `c1ccc(-n2ncc3c2ncn2c(C4CCCCC4)nnc32)cc1`?
mouse EphA4 binding: -12%

What do the screens show for `CCN1CCN(C(c2cc3cc4c(cc3[nH]c2=O)OCO4)c2nnnn2C(C)(C)CC)CC1` (stereo not drawn)?
mouse EphA4 binding: -2%

How did CC1(C)CC(=O)C(C=NCCCN2CCOCC2)=C(O)C1 do in these assays?
mouse EphA4 binding: 5%

How did CCC(c1nnnn1Cc1ccco1)N(CCc1ccccc1)Cc1cc2ccc(OC)cc2[nH]c1=O (stereo not drawn) do in these assays?
mouse EphA4 binding: -4%

What do the screens show for `CC(C)OC(=O)c1cc2nc(-c3cccs3)cc(C(F)(F)F)n2n1`?
mouse EphA4 binding: -7%

Results for Cc1cc(Cl)cc(Br)c1OCCCN1C(=O)NC(C)(C)C1=O ?
mouse EphA4 binding: -1%

Results for CNCc1ccccc1OCC(=O)Nc1ccccc1OC ?
mouse EphA4 binding: -16%

Results for O=C(Nc1c(C(=O)N2CCCCC2)cnn1-c1ccccc1)c1ccccc1Cl ?
mouse EphA4 binding: -6%

Results for COCC(=O)N(C)c1nnc(-c2cnccn2)s1 ?
mouse EphA4 binding: -3%

What do the screens show for `CCC(c1nnc(SCc2nc3ccccc3s2)n1Cc1ccccc1)N(C)C` (stereo not drawn)?
mouse EphA4 binding: -11%

Results for N/C(=N\OC(=O)CCC1CCCCC1)c1ccccn1 ?
mouse EphA4 binding: -8%

Results for COc1ccc(CCNC(=O)C2CCN(Cc3nc(-c4ccccc4C)oc3C)CC2)cc1OC ?
mouse EphA4 binding: 13%

Results for O=C(CN(Cc1ccco1)C(=O)Cn1nnc(-c2ccc(F)cc2)n1)NC1CCCC1 ?
mouse EphA4 binding: -20%

How did O=C(Cn1ccc([N+](=O)[O-])n1)NCc1ccco1 do in these assays?
mouse EphA4 binding: -14%

How did CCOc1cc(NS(C)(=O)=O)c(OCC)cc1NC(=O)c1cccs1 do in these assays?
mouse EphA4 binding: -21%

How did O=C(Cn1c(CN2CCCCC2)nc2ccccc2c1=O)NCc1ccco1 do in these assays?
mouse EphA4 binding: 4%

What do the screens show for `CCC(=O)OC1CSc2nc3ccccc3n2C1` (stereo not drawn)?
mouse EphA4 binding: 3%

How did CCc1nnc(NC(=O)CSc2nnc(-c3ccoc3C)n2CC(C)C)s1 do in these assays?
mouse EphA4 binding: -4%

Results for O=C(CSc1ncn[nH]1)Nc1ccccc1-c1ccccc1 ?
mouse EphA4 binding: -5%

What do the screens show for `COc1ccc(C2C3=C(CC(C)(C)CC3=O)Nc3cc4c(cc32)OCO4)cc1` (stereo not drawn)?
mouse EphA4 binding: -8%

What do the screens show for `CO/N=C(/CNC(=O)c1cccc(Cl)c1)c1ccc(Cl)cc1`?
mouse EphA4 binding: -5%

Results for CCC1(CC)C(=O)NC(=O)NC1=Nc1cccc(OC)c1 ?
mouse EphA4 binding: -8%

How did COC(=O)CSc1nnc(-c2ccncc2)n1N do in these assays?
mouse EphA4 binding: -5%

How did O=C(O)CCCC(=O)OCCCCc1cccs1 do in these assays?
mouse EphA4 binding: 5%

Results for Cn1c(=O)c2c(nc(N3CCN(c4ccccn4)CC3)n2Cc2ccccc2Cl)n(C)c1=O ?
mouse EphA4 binding: -1%

An excerpt from above in order of length of the SMILES, rising:
How did O=C(O)CCCC(=O)OCCCCc1cccs1 do in these assays?
mouse EphA4 binding: 5%

What do the screens show for `CCC(=O)OC1CSc2nc3ccccc3n2C1` (stereo not drawn)?
mouse EphA4 binding: 3%

How did COC(=O)CSc1nnc(-c2ccncc2)n1N do in these assays?
mouse EphA4 binding: -5%

Results for N/C(=N\OC(=O)CCC1CCCCC1)c1ccccn1 ?
mouse EphA4 binding: -8%

Results for O=C(CSc1ncn[nH]1)Nc1ccccc1-c1ccccc1 ?
mouse EphA4 binding: -5%

How did O=C(Cn1ccc([N+](=O)[O-])n1)NCc1ccco1 do in these assays?
mouse EphA4 binding: -14%

What do the screens show for `CO/N=C(/CNC(=O)c1cccc(Cl)c1)c1ccc(Cl)cc1`?
mouse EphA4 binding: -5%

How did O=C(Cn1c(CN2CCCCC2)nc2ccccc2c1=O)NCc1ccco1 do in these assays?
mouse EphA4 binding: 4%

What do the screens show for `CCC(c1nnc(SCc2nc3ccccc3s2)n1Cc1ccccc1)N(C)C` (stereo not drawn)?
mouse EphA4 binding: -11%

What do the screens show for `COc1ccc(C2C3=C(CC(C)(C)CC3=O)Nc3cc4c(cc32)OCO4)cc1` (stereo not drawn)?
mouse EphA4 binding: -8%

Results for O=C(CN(Cc1ccco1)C(=O)Cn1nnc(-c2ccc(F)cc2)n1)NC1CCCC1 ?
mouse EphA4 binding: -20%

Results for COc1ccc(CCNC(=O)C2CCN(Cc3nc(-c4ccccc4C)oc3C)CC2)cc1OC ?
mouse EphA4 binding: 13%

Results for Cn1c(=O)c2c(nc(N3CCN(c4ccccn4)CC3)n2Cc2ccccc2Cl)n(C)c1=O ?
mouse EphA4 binding: -1%

Next records follow.
How did CCCOP(=O)(c1ccc(N(C)C)cc1)C(O)c1ccccc1OC (stereo not drawn) do in these assays?
mouse EphA4 binding: -1%

What do the screens show for `O=[N+]([O-])c1ccc(N2CCN(C(=S)NC3CCCCC3)CC2)cc1`?
mouse EphA4 binding: -1%

How did O=C(CCNS(=O)(=O)c1cccc2nsnc12)N1CCc2ccccc21 do in these assays?
mouse EphA4 binding: -5%

Results for COc1cccc(C2/C(=C(\O)c3ccc4c(c3)OCCO4)C(=O)C(=O)N2CCN(C)C)c1 (stereo not drawn) ?
mouse EphA4 binding: -9%

How did COc1ccc(CC(=O)Nc2ccc(C)c(NC(=O)c3ccccc3)c2)cc1OC do in these assays?
mouse EphA4 binding: -1%

Results for Cc1ccccc1-c1nc(CS(=O)(=O)CC(=O)NCCCN2CCCC2)c(C)o1 ?
mouse EphA4 binding: -9%

How did COc1ccc(C2C(C(=O)NC(C)C)c3ccccc3C(=O)N2C)cc1OC (stereo not drawn) do in these assays?
mouse EphA4 binding: 4%

Results for CC(C)NC(=O)C12CC3(C)CC(C)(CC(C)(C3)C1)C2 ?
mouse EphA4 binding: 0%

What do the screens show for `COC(=O)Cc1ccc(NC(=O)c2ccc(C(C)(C)C)cc2)cc1`?
mouse EphA4 binding: -3%

Results for CSc1nc2ccc(N3C(=O)C4CCCCC4C3=O)cc2s1 (stereo not drawn) ?
mouse EphA4 binding: -11%

What do the screens show for `COc1ccc(N2C(=O)CC(Sc3nnc(N)s3)C2=O)cc1` (stereo not drawn)?
mouse EphA4 binding: 1%

Results for Cc1ccc(S(=O)(=O)NC(=NC(Cc2ccccc2)C(=O)O)c2ccccc2)cc1 (stereo not drawn) ?
mouse EphA4 binding: -12%

What do the screens show for `O=C(c1cnn2c(C(F)(F)F)cc(-c3ccc4c(c3)OCO4)nc12)N1CCCC1`?
mouse EphA4 binding: 6%

How did Fc1cccc(C[n+]2csc3ccccc32)c1 do in these assays?
mouse EphA4 binding: 1%

Results for Oc1ccccc1/C=N/c1c(-c2ccco2)nc2ccccn12 ?
mouse EphA4 binding: -26%

Results for O=C(NC(=S)Nc1ccccc1O)c1ccc(-c2ccc(Cl)cc2)o1 ?
mouse EphA4 binding: -13%

How did CCN1CCN(CC(=O)Nc2ccccc2)C(=O)C1=O do in these assays?
mouse EphA4 binding: 2%

What do the screens show for `Cc1noc(/C=C/N(C)C)c1S(=O)(=O)NC1CCCCC1`?
mouse EphA4 binding: -6%

How did COc1ccccc1NC(=O)CSc1nnc(-c2ccoc2C)n1CC1CCCO1 (stereo not drawn) do in these assays?
mouse EphA4 binding: -11%

How did COc1cccc(-c2nc(CS(=O)CC(=O)NC3CC3)c(C)o2)c1 (stereo not drawn) do in these assays?
mouse EphA4 binding: -16%

Results for CCOC(=O)c1[nH]c(C)c(C(=O)NCCCN2CCOCC2)c1C ?
mouse EphA4 binding: -4%

What do the screens show for `CSc1ccccc1NC(=O)CCn1c(=O)sc2ccccc21`?
mouse EphA4 binding: 2%

The list is partial (hit frequency here may not be typical).
